High-throughput results: PubChem BioAssay, several laboratories
HRas wt GTP: changes GTP binding to wildtype human HRas | P01112 | GST-Ras wt beads, Bodipy-FL-GTP binding, flow cytometry; actives lie on both sides | GTP binding activity, % at 10 µM | hit rate 0.14% among 190,000 | AID 759;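 active = GTP binding activity at least 20% away from the 100% baseline, either lowered as inhibitor or raised as activator; inconclusive = flagged as likely green fluorescent, judged across all proteins in the well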;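 note: 0% = unlabeled GTP competition control and 100% = no-compound control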
Target sequence (P01112 whole entry, looked up): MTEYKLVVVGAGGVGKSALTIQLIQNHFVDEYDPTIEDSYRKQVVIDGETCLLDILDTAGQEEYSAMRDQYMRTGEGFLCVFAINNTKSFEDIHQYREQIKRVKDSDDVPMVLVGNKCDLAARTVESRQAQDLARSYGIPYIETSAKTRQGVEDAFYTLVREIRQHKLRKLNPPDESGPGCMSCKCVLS
Rab2A wt mod: changes GTP binding to wildtype dog Rab2A, up or down; AID 760; GST-Rab2 wt beads, Bodipy-GTP binding, flow cytometry; GTP binding activity, % at 10 µM; hit rate 0.19% among 190,000; P61105;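 active = GTP binding activity at least 20 points away from 100%, either lowered or raised; inconclusive = signal likely due to the compound's own green fluorescence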;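 note: 0% = beads with excess unlabeled GTP and 100% = no-compound control corrected for plate trend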
Rab7 wt modul: modulators of GTP binding to dog Rab7 wildtype GTPase; GTP binding activity (percent of control), % at 10 µM; hit rate 0.055% among 190,000; GST-Rab7 beads, fluorescent GTP binding, flow cytometry; actives lie on both sides; untreated = 100%, excess cold GTP = 0%; AID 758;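 active = fluorescent GTP binding to Rab7 beads changed by at least 20 points from the 100% baseline, either direction, mostly lower; inconclusive = compound itself probably fluorescent, or too few beads counted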;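 note: median green fluorescence of bound Bodipy-FL-GTP per Rab7 bead population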
Mcl1 Noxa PPI: disrupts binding of human Mcl-1 to Noxa peptide | AID 1022 | Q07820 | hit rate 1.5% among 220,000 | inhibition, % at 21.7 µM | TR-FRET Mcl-1/Noxa peptide binding, 2 h;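 active = compounds that cut the protein-peptide binding signal by more than 50% relative to plate controls in a single-dose test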;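 note: His-tagged Mcl-1 with rhodamine Noxa BH3 peptide and terbium anti-His antibody; 0% = Mcl-1 plus Noxa peptide wells and 100% = peptide-only wells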
Target sequence (Q07820 whole entry, looked up): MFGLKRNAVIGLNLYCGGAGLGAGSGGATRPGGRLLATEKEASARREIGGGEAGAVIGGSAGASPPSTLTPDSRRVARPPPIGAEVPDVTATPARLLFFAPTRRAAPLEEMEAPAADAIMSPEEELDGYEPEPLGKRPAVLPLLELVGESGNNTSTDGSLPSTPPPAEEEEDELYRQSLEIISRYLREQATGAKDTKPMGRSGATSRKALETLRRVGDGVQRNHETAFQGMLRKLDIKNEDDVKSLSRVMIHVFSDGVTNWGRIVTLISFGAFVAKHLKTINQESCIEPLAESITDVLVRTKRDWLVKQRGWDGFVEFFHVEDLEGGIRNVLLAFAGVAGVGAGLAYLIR
Cdc42 wt: changes GTP binding to wildtype human Cdc42 | P60953 | GST-Cdc42 beads, Bodipy-GTP binding, flow cytometry; actives lie on both sides | percent activity (GTP binding), % at 10 µM | hit rate 0.2% among 190,000 | AID 761;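 active = percent activity GTP binding at least 20 points away from the 100% baseline, either down as inhibitor or up as activator; inconclusive = compound flagged as likely green fluorescent from well-wide comparison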;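 note: median bead fluorescence of bound Bodipy-FL-GTP at 100 nM; 0% = excess unlabeled GTP control and 100% = no compound control; below 100% means less GTP binding so inhibitor and above means activator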
Target sequence (P60953 whole entry, looked up): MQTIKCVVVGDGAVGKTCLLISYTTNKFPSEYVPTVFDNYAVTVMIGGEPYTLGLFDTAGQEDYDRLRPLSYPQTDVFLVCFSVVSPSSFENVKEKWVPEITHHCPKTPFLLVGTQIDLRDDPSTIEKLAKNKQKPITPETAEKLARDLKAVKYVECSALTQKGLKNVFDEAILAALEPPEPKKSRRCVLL
Rac1 wt GTP bind: alters GTP binding to wildtype human Rac1; AID 757; hit rate 0.27% among 190,000; P63000; GST-Rac1 beads, fluorescent GTP binding, flow cytometry; actives lie on both sides; 0 = cold GTP competed, 100 = untreated; GTP binding activity (% of control), % at 10 µM;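 active = GTP binding activity at least 20 points away from the 100% control level, either lower or higher; inconclusive = compound flagged as likely green fluorescent, judged across all proteins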
Avidin fluor: compound fluoresces at 488/530 nm on avidin beads | compound fluorescence 488/530 nm, flow cytometry; stronger effect = higher value | fluorescence (KMESF) at 10 µM | hit rate 0.38% among 220,000 | AID 1775; in the data active = fluorescence above about 47; note: inactives centre near 10
Pf gamet viab: kills late stage P. falciparum gametocytes; P. falciparum stage V gametocytes, ATP luminescence, 24 h; AID 743093; hit rate 0.065% among 150,000; inhibition, % at 10.9 µM;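 active = inhibition above the mean plus 3 SD of compounds within the control limits, set per campaign, cut at about 38% in these data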;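 note: 0% = DMSO wells and 100% = medium only without gametocytes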
ABCG2 block: human ABCG2 inhibition, ABCB1 as counter-screen. hit rate 0.1% among 190,000. inhibition, % at 6.6 µM. AID 1325. IgMXP3 cells, JC-1 efflux, flow cytometry;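 active = inhibition above 80%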;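 note: 0% = DMSO and 100% = nicardipine control wells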
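Read-out basis: Efflux inhibition in percent versus controls | Test system: ABCG2 IgMXP3 and barcoded ABCB1 CCRF-Adr cell mix | Quantity: 3 million cells/mL in well | Schedule: 10 min at 25 °C | Control set: Nicardipine as high control, DMSO as low control | Reagent: JC-1 as fluorescent efflux pump substrate | Signal: Flow cytometry of retained JC-1 fluorescence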
Rac1 act GTP bind: human Rac1 activated mutant GTP binding change; P63000; hit rate 0.11% among 190,000; percent activity (GTP binding), % at 10 µM; GST-Rac1 activated beads, fluorescent GTP binding, flow cytometry; actives lie on both sides; 100% means binding = to untreated wells;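 active = GTP binding at least 20 percentage points away from the 100% baseline, in either direction, so actives lie on both sides; inconclusive = Compound likely fluorescent itself, or too few beads counted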
ABCB1 block: inhibitors of human ABCB1 transporter, ABCG2 counter-screen. P08183. CCRF-Adr cells, JC-1 efflux, flow cytometry. inhibition, % at 6.6 µM. hit rate 0.067% among 190,000. AID 1326; in the data active = inhibition above about 40%;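 note: 0% = vehicle and 100% = reference inhibitor; higher value means more JC-1 retained so stronger ABCB1 efflux block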
An asterisk follows results filed as active; ? = inconclusive; · = no result given. Not a hit list. About 2.3% of those tested had a hit in this group.

Structure | HRas wt GTP | Rab2A wt mod | Rab7 wt modul | Mcl1 Noxa PPI | Cdc42 wt | Rac1 wt GTP bind | Avidin fluor | Pf gamet viab | ABCG2 block | Rac1 act GTP bind | ABCB1 block
Cn1c2c(c(=O)n(C)c1=O)C(c1ccc(F)cc1)C(C#N)=C(N)O2 (stereo unspecified) | 96 | 93 | 96 | 13 | 96 | 97 | 4 | -6 | -2 | 94 | -0.4
CCn1c(Cc2ccccc2)nnc1SCC(=O)Nc1ccc(N2CCOCC2)c(Cl)c1 | 101 | 100 | 100 | 10 | 104 | 110 | 6 | -4 | 3 | 101 | 1.0
O=C(Nc1cccc(C(F)(F)F)c1)c1cnc2n(c1=O)CCS2 | 101 | 101 | 103 | 1 | 99 | 102 | 7 | · | 5 | 96 | 0.4
CC(C)OC(=O)CSc1nnc2n1C(C)(C)Cc1ccccc1-2 | 105 | 102 | 100 | -6 | 109 | 111 | 16 | 8 | 2 | 99 | 0.7
COc1ccc(NC(=S)NCc2cccnc2)cc1OC | 99 | 99 | 102 | -23 | 99 | 99 | 8 | 5 | 6 | 98 | 1.0
COc1ccccc1N(Cc1ccccc1)S(=O)(=O)c1cccc(C(=O)O)c1 | 93 | 93 | 94 | 10 | 93 | 98 | 6 | 3 | 0 | 95 | 0.4
CC(C)(CCl)C(=O)Nc1ccc(Sc2ccc(F)cc2)cc1 | 100 | 99 | 101 | 9 | 95 | 100 | 21 | -22 | 3 | 97 | 0.1
COc1cccc(CN=CC2=C(O)CC(C)(C)CC2=O)c1OC | 101 | 101 | 103 | -12 | 100 | 99 | 7 | -12 | 0 | 99 | -0.2
Cc1[nH]n2c(=O)cc(Cc3ccccc3)nc2c1C#N | 107 | 108 | 100 | 20 | 109 | 105 | 12 | · | 1 | 104 | 0.6
O=C(NNC(=O)c1ccccc1O)c1ccc(Cl)cc1 | 103 | 103 | 101 | 10 | 104 | 102 | 19 | · | 4 | 102 | 0.9
CCOC(=O)N1CCC(N2Cc3cccc(C(=O)NCc4ccccc4OC)c3C2=O)CC1 | 95 | 96 | 98 | 0 | 94 | 96 | 1 | · | 15 | 96 | 5.6
CCCOc1ccc(N2C(=O)CC(N(CCc3ccc(OC)cc3)C(=O)c3cccc(F)c3)C2=O)cc1 (stereo unspecified) | 98 | 97 | 100 | 1 | 99 | 103 | 8 | -8 | 8 | 99 | 1.9
COC(=O)c1ccc(NC(=O)COc2ccc(S(=O)(=O)N3CCCCC3)cc2)cc1 | 103 | 102 | 103 | 10 | 103 | 108 | 14 | · | 33 | 98 | 1.7
CSCCCNC(=S)Nc1ccc(N2CCOCC2)cc1 | 97 | 99 | 95 | -1 | 96 | 96 | 13 | -9 | 5 | 96 | 0.5
COCCn1nnnc1C(c1cc2cc(OC)c(OC)cc2[nH]c1=O)N1CCN(c2ccc(O)cc2)CC1 (stereo unspecified) | 96 | 98 | 106 | 34 | 96 | 98 | 21 | -22 | 2 | 97 | 0.9
O=C1NC(=S)SC1=C1CCCC1 | 101 | 100 | 98 | 31 | 101 | 101 | 14 | · | 0 | 99 | 0.1
Cc1cc(C)cc(OC2CCCCC2NS(=O)(=O)c2ccccc2)c1 (stereo unspecified) | 102 | 101 | 101 | 7 | 97 | 104 | 11 | 7 | 3 | 103 | 0.6
O=C(c1cccc(F)c1)N1CCN(S(=O)(=O)c2ccc(C(F)(F)F)cc2)CC1 | 104 | 102 | 105 | -12 | 104 | 108 | 37 | -9 | 0 | 103 | 0.1
COc1cccc(NC(=O)c2nn(C34CC5CC(CC(C5)C3)C4)cc2[N+](=O)[O-])c1 | 96 | 96 | 96 | 18 | 94 | 94 | 3 | -21 | 25 | 94 | 1.9
COc1ccc(Cl)cc1-c1nc(-c2ccncc2)no1 | 98 | 99 | 99 | 9 | 100 | 100 | 15 | 8 | 39 | 99 | 1.1
COc1ccc(C2Nc3ccccc3C(=O)N2Cc2ccccc2)cc1COc1ccccn1 (stereo unspecified) | ? | ? | ? | -2 | ? | ? | 35 | · | 1 | ? | 0.8
Cc1nc2nc(C)c(CCC(=O)NCCC3=CCCCC3)c(C)n2n1 | 102 | 100 | 99 | -13 | 102 | 106 | 15 | 9 | 1 | 101 | 0.5
Cc1cc(=O)n(-c2ccc(O)cc2)[nH]1 | 96 | 95 | 93 | 9 | 96 | 95 | 12 | · | -3 | 98 | -0.9
O=C(CN1C(=O)C2C3c4ccccc4C(c4ccccc43)C2C1=O)N1CCOCC1 (stereo unspecified) | 99 | 99 | 98 | 14 | 98 | 106 | 14 | 9 | 3 | 99 | -0.3
Cc1ccccc1N=CC=C1OC(C)(C)C(C)(C)O1 | 103 | 102 | 102 | 17 | 105 | 108 | 11 | 22 | 11 | 102 | 4.1
Cc1ccc(-c2cc(-c3ccccc3)nc(Cl)n2)cc1 | 102 | 101 | 100 | 6 | 102 | 105 | 4 | · | 1 | 100 | 0.1
CN(Cc1cn(C)c2ccccc12)C(=S)Nc1cc(F)cc(F)c1 | 100 | 100 | 99 | 2 | 102 | 109 | 8 | -2 | 14 | 98 | 0.4
CC(=O)Nc1nc2ccc(C(=O)NC3CCCCC3)cc2s1 | 100 | 100 | 98 | 13 | 99 | 101 | 13 | -7 | 2 | 98 | 1.1
COc1ccc(S(=O)(=O)NCC2CCCN(Cc3cccnc3)C2)cc1 (stereo unspecified) | 97 | 99 | 101 | -4 | 96 | 100 | 11 | · | 3 | 97 | 0.3
COc1ccc(C2C(C(C)=O)=C(O)C(=O)N2CCCn2ccnc2)cc1 (stereo unspecified) | 99 | 98 | 98 | -19 | 100 | 99 | 13 | · | 3 | 97 | 1.1
O=C(Cc1cccs1)Nc1nc(-c2ccc(F)cc2F)cs1 | 102 | 103 | 101 | 0 | 104 | 105 | 3 | · | 1 | 101 | -0.1
CC1CCCC(NC(=O)COC(=O)Cc2cn3ccsc3n2)C1C (stereo unspecified) | 98 | 98 | 100 | 21 | 99 | 99 | · | · | 1 | 96 | 0.4
O=C(c1nn(Cc2ccccc2)c(=O)c2ccccc12)N1CCN(c2ccccn2)CC1 | 99 | 101 | 98 | -2 | 102 | 103 | 6 | 11 | 3 | 100 | 1.5
N#C/C(=N/O)c1nc(-c2ccc(F)cc2)cs1 | ? | ? | ? | 29 | ? | ? | 12 | -12 | 6 | ? | -0.1
COC(=O)c1cccc(N(C(=O)c2cnccn2)C(C(=O)NC2CCCCC2)c2cn(C)nc2C)c1 (stereo unspecified) | 97 | 93 | 94 | 9 | 96 | 97 | 7 | 1 | 4 | 96 | 1.4
CCc1nnc(NC(=O)CCC(=O)N2CCN(Cc3ccc(Cl)cc3)CC2)s1 | 96 | 98 | 97 | -8 | 99 | 100 | 26 | · | -1 | 99 | -0.1
Cc1cccc(N/N=C(\C=N\N)C(=O)c2ccc(Br)cc2)c1 | 98 | 99 | 94 | 12 | 95 | 96 | 8 | · | 4 | 95 | 0.1
CCOC(=O)c1c(NC(=O)CN(CC)CC)sc2c1CCN(C(=O)OCC)C2 | 101 | 99 | 97 | 10 | 100 | 107 | 10 | 0 | 20 | 99 | 5.1
COc1c(C)cc(C(=O)C2CCCN(C(=O)c3cccc(F)c3)C2)cc1C (stereo unspecified) | 97 | 97 | 106 | 14 | 92 | 97 | 7 | -6 | 1 | 92 | 0.7
CCc1ccc(NCc2nc3ccccc3c(=O)[nH]2)cc1 | 98 | 98 | 98 | -20 | 99 | 98 | 7 | -16 | 3 | 97 | 0.2
N#Cc1nc(-c2ccccc2F)oc1NCc1ccccc1 | 98 | 98 | 98 | -1 | 96 | 96 | 3 | · | 6 | 93 | 0.5
Cc1cc(NC(=O)c2noc3c2CCCCC3)no1 | 103 | 103 | 97 | -9 | 103 | 103 | 14 | · | 3 | 99 | 0.6
CCOC(=O)C(NS(=O)(=O)c1ccc(Br)cc1)C(C)C (stereo unspecified) | 103 | 100 | 103 | -9 | 102 | 106 | 22 | · | 8 | 100 | 0.8
NC(=O)c1cccn1Cc1cccc(Cl)c1 | 101 | 103 | 105 | 8 | 103 | 106 | 11 | 6 | 8 | 101 | 0.7
CCc1ccc(N(C(=O)c2ccoc2C)C(C(=O)NC2CCCC2)c2ccc(OC)cc2)cc1 (stereo unspecified) | 101 | 100 | 102 | 10 | 101 | 101 | 22 | · | 0 | 98 | 0.0
CC(C)Cc1nnc(NC(=O)CCC(=O)N2CCN(S(=O)(=O)c3ccccc3)CC2)s1 | ? | ? | ? | 6 | ? | ? | 12 | · | 3 | ? | 0.3
O=C(CCc1nnc(COc2ccccc2)o1)NCc1ccc(Cl)s1 | 95 | 94 | 92 | 7 | 90 | 96 | 6 | 0 | 0 | 95 | 0.0
FC(F)(F)c1ccc(N2CCN(c3ncnc4c3nnn4Cc3ccccc3Cl)CC2)cc1 | 96 | 98 | 98 | 17 | 96 | 95 | 4 | · | 2 | 95 | 0.3
CC(=O)N1N=C(c2ccccc2)CC1c1cn(Cc2ccccc2)c2ccccc12 (stereo unspecified) | 101 | 98 | 97 | 4 | 100 | 101 | 16 | 12 | 2 | 98 | 1.3
CCc1nnc(NC(=O)c2ccc(S(=O)(=O)NCC(C)C)cc2)s1 | 103 | 104 | 103 | 30 | 108 | 106 | 9 | · | 1 | 103 | 0.1
COc1ccc(OC)c(C2CC(=O)C(C)C(c3cc(OC)ccc3OC)N2)c1 (stereo unspecified) | 101 | 101 | 98 | 13 | 105 | 108 | 7 | · | 2 | 101 | 0.7
CCOc1ccc(CCNC(=O)CN2C(=O)NC(CCSC)C2=O)cc1OCC (stereo unspecified) | 97 | 94 | 95 | 2 | 97 | 99 | 8 | · | 3 | 94 | 0.8
COCCn1nc2cc(C(=O)NCc3cc(C(F)(F)F)cc(C(F)(F)F)c3)ccc2c1OC | 101 | 100 | 96 | -5 | 102 | 103 | 13 | 9 | 6 | 101 | 0.8
CNc1nc(OCC(F)(F)F)nc(N2CCOCC2)n1 | 96 | 91 | 94 | 3 | 96 | 92 | 25 | -2 | 1 | 92 | 0.3
